TDP43 rescue = inhibitors of TDP-43 toxicity in yeast; AID 652104; Potency, µM (highest dose often 46.1 µM), for the others: top-dose growth rescue (activation), usual class: activators; TDP-43 expressing yeast growth rescue, BacTiter-Glo, 24 h; 1.8% of 410,000 active; also: % of control where 0% means no effect; nearly all actives have a fitted effect of over 50% in size
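In this qHTS, compounds that restore growth of yeast expressing TDP-43 appear as activators. Cells (OD600=0.02, galactose medium, raffinose-pregrown) are incubated with compound 24 hr at 30 deg C and growth is quantified by BacTiter-Glo.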
EPAC1 agonist = EPAC1 (human) agonism; EPAC1 agonist qHTS, biochemical assay; response scale: 100% = response to 6.5 mM cAMP; AID 720707; 0.073% of 360,000 active; O95398; Potency, µM (series often up to 154 µM), without a hit: top-dose activation, hits mostly activators; also: nearly all actives have a fitted effect of over 60% in size
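Multi-concentration qHTS readout: loss of Rap1B-bound BODIPY-GDP fluorescence driven by 100 nM EPAC1 with excess GDP (50 uM), monitored kinetically at room temperature; agonist response expressed relative to 6.5 mM cAMP.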
aSyn yeast inh = inhibitors of alpha-synuclein toxicity in yeast; Potency, µM (doses to about 46.1 µM), without a hit: at the top dose growth rescue (activation), hits mostly activators; 0.14% of 370,000 active; Yeast expressing alpha-synuclein, growth rescue, BacTiter-Glo, 24 h; also: % of control where 0% means no effect; nearly all actives have a fitted effect of over 65% in size
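Galactose-induced alpha-syn yeast (OD600=0.02, raffinose-pregrown) + pinned cpd, 24 hr, 30 deg C; growth by BacTiter-Glo luminescence. Growth restoration scores as activation.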
EPAC2 agonist = activates human EPAC2 exchange factor | Q8WZA2 | Potency, µM (top dose mostly 154 µM), for inactives: top-dose activation, usual class: activators | 0.079% of 360,000 active | EPAC2 activation, biochemical qHTS; response scale: 100% = 6.5 mM cAMP response; also: nearly all actives have a fitted effect of over 50% in size
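qHTS, titration series. 100 nM EPAC2 / 250 nM Rap1B-BODIPY-GDP / 50 uM GDP; RT; ex 480/em 540 nm, 5-min reads to 30 min. Norm. to 6.5 mM cAMP = activation.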
FUS suppressor = rescues growth of FUS-expressing yeast; S. cerevisiae FUS-expressing, growth rescue, OD600, 24 h; Potency, µM (titrated, usually from 76.6 µM), for inactives: top-dose growth rescue (activation), most hits filed as activators; 0.24% of 390,000 active; AID 1347120;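 also: plate controls were DMSO vehicle for no effect and reference control for full effect; nearly all actives have a fitted effect of over 55% in size; some results filed as inactive show a strong effect at the top dose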
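FUS-expressing yeast, raffinose-pregrown, induced in 2% galactose minimal medium at OD 0.005; compounds in a dilution series, 24hr at 30C. Growth restoration read as absorbance at 600 nm. CP55940 positive control, DMSO negative.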
EPAC2 antagonist = blocks human EPAC2 exchange factor. Q8WZA2. EPAC2 GEF exchange of Rap1B-BODIPY-GDP, fluorescence. Potency, µM (doses to about 114 µM), for the others: at the highest dose activity, negative = inhibition, actives largely listed as inhibitors. 0.18% of 360,000 active; also: % is scaled to controls: 0 for no effect and ±100 for the full control effect; nearly all actives have a fitted effect of over 45% in size; many of its hits are not listed in these tables
PTHR1 agonist = agonists of human PTHR1 parathyroid hormone receptor; HEK293 GP2 PTHR1 cells, GloSensor cAMP luminescence, 1 h; Potency, µM (doses to about 115 µM), for inactives: top-dose activation, usual class: activators; Q03431; 0.075% of 410,000 active; AID 743266; also: nearly all actives have a fitted effect of over 55% in size; some results filed as inactive show a strong effect at the top dose; inactives centre near -15; many of its hits are not listed in these tables
Target sequence (Q03431 whole entry, looked up): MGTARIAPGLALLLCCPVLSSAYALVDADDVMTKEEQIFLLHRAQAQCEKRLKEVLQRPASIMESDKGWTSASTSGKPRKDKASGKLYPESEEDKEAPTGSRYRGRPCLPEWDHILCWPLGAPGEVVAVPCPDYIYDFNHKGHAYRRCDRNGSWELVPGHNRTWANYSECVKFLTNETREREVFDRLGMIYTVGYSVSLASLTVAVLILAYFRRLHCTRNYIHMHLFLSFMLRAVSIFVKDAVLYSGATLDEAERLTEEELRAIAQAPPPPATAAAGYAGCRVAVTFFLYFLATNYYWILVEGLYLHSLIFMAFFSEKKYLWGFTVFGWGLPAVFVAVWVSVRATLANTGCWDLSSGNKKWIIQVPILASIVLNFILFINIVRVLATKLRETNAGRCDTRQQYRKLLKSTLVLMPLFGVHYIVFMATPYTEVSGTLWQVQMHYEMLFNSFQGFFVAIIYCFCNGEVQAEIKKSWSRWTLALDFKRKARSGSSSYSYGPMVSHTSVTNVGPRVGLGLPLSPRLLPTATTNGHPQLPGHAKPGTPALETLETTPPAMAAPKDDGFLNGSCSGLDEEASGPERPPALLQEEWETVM
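HEK-293-derived GP2 cells expressing PTHR1 and a GloSensor cAMP reporter, 3,000/well, plated overnight, given luciferin plus IBMX (each 0.5 mM as added) for 1 h at 37 °C, then compound for 1 h at 37 °C. Luminescence was read after 15 min at room temperature.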
EPAC1 antagonist = antagonists of human EPAC1; EPAC1 GEF assay, Rap1b-BODIPY-GDP exchange fluorescence; Potency, µM (top dose mostly 115 µM), for the others: at the highest dose activity change, negative = inhibition, hits mostly inhibitors; 0.14% of 360,000 active; AID 720709;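 also: plate controls were vehicle for no effect and positive control for full effect; nearly all actives have a fitted effect of over 50% in size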
Active calls of the source: *; i = inactive; ? = inconclusive; . = no result given; & = joins results of further samples; [ ] = another dose, or the depositor's remark. Calls follow the shape of the dose curve; as a rule, active = well fitted curve in the direction sought with a large enough effect; inconclusive = small, poorly fitted or top-dose-only effect, or another doubt; inactive = no such curve, though single readings can be large; an effect the other way counts as inactive or inconclusive. Potency is read from the fitted curve at half-maximal effect.

SMILES	EPAC1 antagonist	FUS suppressor	EPAC1 agonist	EPAC2 agonist	TDP43 rescue	aSyn yeast inh	PTHR1 agonist	EPAC2 antagonist
Cc1ccc(C)c(Nc2ncnc(N)c2[N+](=O)[O-])c1	-3%	.	-11%	7%	9%	-10%	i	3%
Nc1ccn(CCCNC2CCN(Cc3ccccc3)CC2)c(=O)n1	-19%	-27%	14%	8%	0%	1%	-1%	-3%
O=C(c1cccc(F)c1F)N1CCCc2ccccc21	-3%	15%	6%	5%	4%	11%	-35%[inhibitor]	3%
Clc1nccc(N2CCN(c3ccccc3Cl)CC2)n1	?	15%	8%	3%	?	-7%	-17%	-27%
CCn1cc(S(=O)(=O)N2CCN(Cc3cccc(Cl)c3)CC2)cn1	13%	-5%	9%	-2%	18%	6%	i	-10%
N=c1n(CCN2CCOCC2)c2ccccc2n1CC(=O)c1cccc([N+](=O)[O-])c1	-12%	8%	-10%	-11%	-23%	2%	-4%	-14%
COC(=O)c1ccccc1-c1c2ccc(=N)cc-2oc2cc(N)ccc12	32µM*	28%	-9%	0%	-19%	-17%	i	?
Cc1cccc(NC(=O)c2cc3n(n2)C(C(F)(F)F)CC(c2ccc4c(c2)OCO4)N3)c1 (centres undefined)	-13%	33%	14%	2%	-11%	?	29%[57.5 µM]	-13%
CC1CCN(c2ccc(C(=O)NCc3cccs3)cn2)CC1	-17%	-7%	3%	8%	11%	3%	i	2%
CCOCCCN1CC(C(=O)NCc2ccc3c(c2)OCO3)CC1=O (centres undefined)	-2%	-3%	5%	10%	12%	-3%	i	-1%
COc1ccc(-c2noc(-c3ccc4c(c3)OCO4)n2)cc1	-6%	-13%	15%	3%	13%	2%	-24%	1%
NC/C(=N\O)c1ccc(Cl)cc1Cl	-7%	-6%	9%	16%	-13%	1%	5%[57.5 µM]	-2%
O=C(c1ccccc1)N1CCN(CCc2ccccc2)CC1	-9%	-1%	3%	7%	14%	-3%	-10%	3%
COc1ccc(C(=O)OCCN2CCN(C3=NS(=O)(=O)c4ccccc43)CC2)cc1OC	3%	-18%	8%	0%	0%	0%	-4%	-4%
Cc1[nH]c2ccccc2c1NC(=O)CN1CCN(C(=O)c2ccco2)CC1	18%	-5%	-2%	-11%	-6%	-1%	i	16%

Further structures follow:
SMILES	EPAC1 antagonist	FUS suppressor	EPAC1 agonist	EPAC2 agonist	TDP43 rescue	aSyn yeast inh	PTHR1 agonist	EPAC2 antagonist
O=C(O)C1C2CC(C(Br)C2Br)C1C(=O)O (centres undefined)	1%	.	0%	5%	-1%	5%	-23%	2%
CCOC(=O)c1cnc2c(cnn2C)c1NCCCN(C)C	3%	61%	5%	10%	-41%[inhibitor]	-3%	4%[57.5 µM]	-10%
COc1ccc2oc(C(=O)NC(C)c3ccccn3)c(C)c2c1 (centres undefined)	-24%	.	-7%	6%	10%	-8%	i	-3%
CCCC(C(=O)NC1CCCC1)N(C(=O)Cn1nnc(-c2ccc(C)o2)n1)c1ccccc1F (centres undefined)	-16%	37%	8%	-1%	-14%	-2%	-12%	2%
Cc1ccc(-c2nnc(-c3cccs3)o2)cc1	-17%	19%	2%	14%	?	-14%	-33%[inhibitor]	2%
Cc1ccc(OCc2nnc(SCc3cc(=O)[nH]c4ccccc34)n2-c2ccccc2)cc1	-4%	45%	16%	13%	0%	-9%	-22%	-23%
NC(=O)CC(NC(=O)c1ccccc1)c1ccc(NCC2CC2)c([N+](=O)[O-])c1 (centres undefined)	10%	-13%	13%	7%	3%	-1%	-21%	-4%
Cc1ccc2nc(NCCCNC(=O)c3cnccn3)c(C#N)cc2c1	11%	12%	-7%	-7%	0%	-2%	-3%[57.5 µM]	13%
CCCOP(=O)(OCCC)C(Nc1ccc(C(=O)O)cc1)c1ccccc1 (centres undefined)	27%	11%	-1%	-3%	-13%	-6%	?	2%
COC(=O)[C@]1(Cc2ccccc2)N[C@H](CN(C)C(=O)COc2ccccc2)[C@@H]2C(=O)N(Cc3ccccc3)C(=O)[C@@H]21	1%	44%	-4%	6%	3%	0%	-20%	-19%
CNc1cc(CS(=O)c2ccccc2)nc(-c2ccccc2)n1 (centres undefined)	-2%	-2%	0%	-6%	1%	2%	i	3%
Cn1nc(C(=O)NCc2ccc(Cl)cc2)c2c1-c1ccccc1S(=O)(=O)C2	-9%	31%&10%	5%	15%	10%&19%	-3%	-13%&-20%	5%
COc1ccc(N2CCN(C(=S)Nc3ccc(C)cc3)CC2)cc1	11%	29%	0%	2%	25%	0%	-22%	-1%
C#Cc1cccc(NC(=O)Cc2cccs2)c1	-14%	-13%	1%	1%	?	1%	i	-11%
COc1cc(CCC(N)c2cccc(O)c2)cc(OC)c1OC (centres undefined)	?	.	-8%	-5%	10%	-3%	i	0%

New compounds follow
SMILES	EPAC1 antagonist	FUS suppressor	EPAC1 agonist	EPAC2 agonist	TDP43 rescue	aSyn yeast inh	PTHR1 agonist	EPAC2 antagonist
CCNC(=O)CCc1nc(-c2ccc(C)cc2)no1	-19%	-11%	4%	9%	3%	-2%	i	-1%
CC(=O)Nc1ccc(NC(=O)CC2(CC(=O)N3CCOCC3)CCCC2)cc1	-4%	0%	-51%[inhibitor]	-3%	-3%	-2%	i	-4%
O=C(/C=C/c1cccs1)N1CCN(c2ccccc2F)CC1	6%	.	-1%	5%	13%	4%	i	-4%
CCCOc1ccc(N2C(=O)CC(N(Cc3ccc(OC)cc3)C(=S)Nc3ccccc3)C2=O)cc1 (centres undefined)	8%	.	-32%[inhibitor]	-20%	-18%	3%	i	9%
COC(=O)c1cn(C(=O)c2cc(OC)cc(OC)c2)c2ccccc12	-11%	11%	2%	10%	11%	2%	i	?
O=C(Nc1ccccc1C(=O)NCCCn1ccnc1)c1ccc(Cl)cc1Cl	-1%	?	-3%	-4%	12%	-11%	-7%[57.5 µM]	5%
COc1ccc(S(=O)(=O)NCCc2sc(-c3ccccc3)nc2C)cc1F	.	18%	.	.	22µM*	5%	-22%	.
Cc1ccccc1C(=O)NN(C)c1nc2ccccc2nc1C(F)(F)F	0%	-2%	8%	8%	-29%	-1%	?	-8%
Cc1ccccc1-n1ccnc1SCC(=O)NC1CCCC1	3%	-10%	-8%	-9%	5%	1%	-9%	-7%
COc1ccc(CCn2c(C)cc(C(=O)COC(=O)c3ccc(NC(=O)CC#N)cc3)c2C)cc1	-19%	39%	0%	2%	26%	5%	i	1%
CCN(CC(=O)NC(C)C)C(=O)CCNC(=O)c1ccc(Cl)cc1	2%	-8%	1%	6%	-7%	-1%	i	0%
CN(C1CCCCC1)S(=O)(=O)c1cn(C)c(=O)n(C)c1=O	1%	3%	-7%	10%	-9%	0%	i	1%
CCOc1ccccc1N(CC(=O)N/N=C/c1cc(Br)ccc1OC)S(C)(=O)=O	-16%	.	1%	-3%	12%	6%	-21%	-3%
CCn1c(SCC#N)nc2c(c1=O)C1(CCCC1)Cc1ccccc1-2	-7%	30%	17%	14%	?	-4%	-18%	-8%
C[N+]1(CCn2ccc3ccccc32)CCCCC1	-4%	-37%	12%	0%	30%	1%	i	6%

Carrying on.
SMILES	EPAC1 antagonist	FUS suppressor	EPAC1 agonist	EPAC2 agonist	TDP43 rescue	aSyn yeast inh	PTHR1 agonist	EPAC2 antagonist
CCCCC(=O)N/N=C/c1sccc1C	-29%	15%	3%	11%	12%	-3%	i	0%
COc1ccc(CCNC(=O)CCSc2nc(-c3ccco3)cc(C(F)(F)F)n2)cc1	-1%	8%	-20%	-5%	-2%	1%	i	4%
CN(C(=O)COC(=O)CNC(=O)CNC(=O)c1ccc(Cl)cc1Cl)c1ccccc1	5%	13%	1%	7%	-9%	3%	-16%	-12%
CC(C)(C)OC(=O)NCc1ccc(NC(=O)c2nc[nH]c2C(=O)NCCCNC(=O)c2[nH]cnc2C(=O)Nc2ccc(CNC(=O)OC(C)(C)C)cc2)cc1	-9%	-21%	3%	-5%	9%	4%	-8%	-12%
COC(=O)c1ccc(CNC(=O)C2CCC(=O)N(C3CCCCCC3)C2)cc1 (centres undefined)	2%	13%	9%	9%	29%	1%	i	-7%
Cc1ccc(CC(C)(O)CC(C)(O)Cc2ccc(C)cc2)cc1 (centres undefined)	-27%	30%	-3%	11%	18%	10%	-18%	-28%
Nc1nonc1-c1noc(-c2ccccc2)n1	-1%	-22%	3%	12%	-11%	0%	i	4%
CCCCCCCCN1C(=O)[C@H](CC(=O)NCC2CCCCC2)C[C@@]2(C(=O)OCC)CCCC=C12	2%	38%	-9%	-7%	-2%	0%	-21%	-13%
COc1cccc(NS(=O)(=O)c2csc(C(N)=O)c2)c1	-7%	-9%	11%	5%	0%	1%	-13%	-2%

For convenience, some entries already given.
SMILES	EPAC1 antagonist	FUS suppressor	EPAC1 agonist	EPAC2 agonist	TDP43 rescue	aSyn yeast inh	PTHR1 agonist	EPAC2 antagonist
COC(=O)c1ccc(CNC(=O)C2CCC(=O)N(C3CCCCCC3)C2)cc1 (centres undefined)	2%	13%	9%	9%	29%	1%	i	-7%
Cc1ccc(CC(C)(O)CC(C)(O)Cc2ccc(C)cc2)cc1 (centres undefined)	-27%	30%	-3%	11%	18%	10%	-18%	-28%
Nc1nonc1-c1noc(-c2ccccc2)n1	-1%	-22%	3%	12%	-11%	0%	i	4%
CCCCCCCCN1C(=O)[C@H](CC(=O)NCC2CCCCC2)C[C@@]2(C(=O)OCC)CCCC=C12	2%	38%	-9%	-7%	-2%	0%	-21%	-13%
COc1cccc(NS(=O)(=O)c2csc(C(N)=O)c2)c1	-7%	-9%	11%	5%	0%	1%	-13%	-2%

Rewritten with two lines to a compound: entries from further up.
Every second line gives: EPAC1 antagonist, FUS suppressor, EPAC1 agonist, EPAC2 agonist, TDP43 rescue, aSyn yeast inh, PTHR1 agonist, EPAC2 antagonist
> CCCCC(=O)N/N=C/c1sccc1C
  -29%, 15%, 3%, 11%, 12%, -3%, i, 0%
> CCCCCCCCN1C(=O)[C@H](CC(=O)NCC2CCCCC2)C[C@@]2(C(=O)OCC)CCCC=C12
  2%, 38%, -9%, -7%, -2%, 0%, -21%, -13%

From PubChem

The list is partial; the hit share may differ from the screen's.
